PERK inhibitor – blocks human PERK kinase. Q9NZJ5. CHO PERK-DD fusion, SEAP luminescence translation reporter. inhibition, % at 5.6 µM. 0.17% of 220,000 active. AID 1416;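 active = inhibition above the mean inhibition of all tested compounds plus 3 SD, set separately per screening campaign, cut at about 2.9% in these data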;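 note: PERK kinase domain activated by AP20187 dimerizer at 100 nM; 0% = DMSO with dimerizer and 100% = rapamycin at 8.4 µM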
zVAD death inh – L929 zVAD cell death inhibition | L929 zVAD necroptosis rescue, ATP luminescence, 24 h; with zVAD 60 µM | viability rescue, % at 10 µM | 0.38% of 220,000 active;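 active = activation, scaled between plate controls, above about 75%, limit read from the data; inactive = activation under that limit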;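 note: 0% = zVAD with DMSO and 100% = DMSO alone without zVAD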
Runt-CBFb FRET – inhibitors of human RUNX1 Runt domain binding to CBFb | 0.46% of 220,000 active | Q01196+Q13951 | inhibition, % at 20 µM | Cerulean-Runt/Venus-CBFb FRET ratio 530/480, 1 h;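 active = inhibition over about 50% at 20 µM in the single-dose screen, limit read from the data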;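 note: 0% = DMSO wells and 100% = excess unlabeled CBFb competitor control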
Target sequence (Q01196 whole entry, looked up, the tested form may be a part): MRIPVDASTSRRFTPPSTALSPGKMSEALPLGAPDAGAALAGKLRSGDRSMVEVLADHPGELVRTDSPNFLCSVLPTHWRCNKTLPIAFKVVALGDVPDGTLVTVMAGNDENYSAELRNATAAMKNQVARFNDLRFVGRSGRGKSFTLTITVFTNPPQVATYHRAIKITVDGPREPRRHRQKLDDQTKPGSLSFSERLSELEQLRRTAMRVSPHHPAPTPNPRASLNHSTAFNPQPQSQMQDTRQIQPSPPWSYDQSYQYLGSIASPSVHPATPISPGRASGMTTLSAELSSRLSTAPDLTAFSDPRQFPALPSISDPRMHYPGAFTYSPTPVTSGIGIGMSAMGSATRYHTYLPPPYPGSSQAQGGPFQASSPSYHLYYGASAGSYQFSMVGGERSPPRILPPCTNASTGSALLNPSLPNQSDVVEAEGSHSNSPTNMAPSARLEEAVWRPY
Target sequence (Q13951 whole entry, looked up, the tested form may be a part): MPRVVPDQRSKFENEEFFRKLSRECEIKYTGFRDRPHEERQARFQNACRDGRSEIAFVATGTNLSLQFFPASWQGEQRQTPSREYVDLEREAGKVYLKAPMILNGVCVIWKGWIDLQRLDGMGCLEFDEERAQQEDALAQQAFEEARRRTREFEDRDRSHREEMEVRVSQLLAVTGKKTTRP
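Assay system: Cerulean-Runt domain fusion protein, energy donor; Signal: fluorescence energy transfer, 422 nm excitation, 530/480 nm emission; Timing: 1 h compound exposure, room temperature; Control set: unlabeled CBFb; Medium: Tris buffer pH 7.5 with salts and BSA; Compound: single test concentration of 20 µM, 1% DMSO final; Probe or stimulus: Venus-CBFb 100 nM.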
Hck Nef HTS – inhibitors of human Hck kinase activated by Nef. 0.68% of 220,000 active. AID 463187. Recombinant Hck-YEEI plus Nef, Z-Lyte FRET kinase assay. inhibition, % at 20 µM. P08631;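 active = Hck-Nef kinase inhibition above about 50%, limit read from the data; inactive = inhibition below that limit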;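 note: 0% = DMSO with Hck plus Nef and 100% = Hck alone without Nef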
EP2 antag – EP2 receptor (human) inhibition | P43116 | C6 glioma cells expressing human EP2, cAMP TR-FRET; cells stimulated with saturating PGE2 | inhibition, % at 25 µM | 0.52% of 260,000 active | AID 1422;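 active = percent inhibition above 40 after rounding to a whole number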;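 note: rat C6 glioma host cells with rolipram phosphodiesterase inhibitor present; the protocol text gives 20 µM as final concentration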
Target sequence (P43116 whole entry, looked up): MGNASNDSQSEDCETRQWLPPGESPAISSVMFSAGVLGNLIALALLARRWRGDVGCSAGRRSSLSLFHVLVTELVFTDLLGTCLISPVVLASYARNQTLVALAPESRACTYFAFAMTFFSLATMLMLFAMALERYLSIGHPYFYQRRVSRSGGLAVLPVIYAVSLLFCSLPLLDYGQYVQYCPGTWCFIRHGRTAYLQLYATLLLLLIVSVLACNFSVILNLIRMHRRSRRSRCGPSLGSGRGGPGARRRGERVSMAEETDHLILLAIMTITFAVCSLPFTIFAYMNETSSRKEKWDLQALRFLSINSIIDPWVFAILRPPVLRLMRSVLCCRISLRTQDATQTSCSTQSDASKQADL
EP2 mod – EP2 receptor (human) modulation; induction, % at 25 µM; EP2-expressing cells, cAMP HTRF FRET, PGE2 co-stimulation; AID 940; 0.83% of 260,000 active; P43116;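 active = compounds whose cAMP rise, as percent of the full-agonist control response, exceeds 60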;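 note: rat C6 glioma line stably carrying human EP2 under a CMV promoter; the protocol text gives 20 µM as final concentration; 100% = response of wells given 1 µM PGE2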
TNF death inh – blocks TNF-alpha induced death of Jurkat FADD-/- cells. Jurkat FADD-/- TNF necroptosis rescue, ATP luminescence, 24 h; 0 = TNF only, 100 = no-TNF cells. activation (protection from cell death), % at 10 µM. 0.068% of 220,000 active. AID 463075;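 active = activation, meaning protection from cell death, of at least 50% relative to plate controls; inactive = activation below 50%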;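 note: necroptosis triggered by 40 ng/mL TNF-alpha added together with compound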
RBBP9 inhibitor – inhibitors of human serine hydrolase RBBP9; AID 1515; O75884; inhibition, % at 7.94 µM; recombinant RBBP9, FP-Rh probe fluorescence polarization; 0.2% of 220,000 active;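 active = inhibition above the campaign mean of all tested compounds plus 3 SD, cut at about 14% in these data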;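 note: plate controls were DMSO wells with RBBP9 for no effect and wells lacking RBBP9 protein for full effect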
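system = RBBP9 protein | input = RBBP9 at 2.5 µM in dispensed solution, before mixing | measured by = fluorescence polarization (mP), excitation 525 nm, emission 598 nm | incubation = enzyme-compound preincubation 30 min, then probe labeling 45 min, 25 °C | buffer or medium = Tris-NaCl-Pluronic buffer, pH 8.0 | compound = single dose 7.94 µM | also added = FP-Rh probe, 375 nM dispensing solution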
Runt-SMMHC FRET – Runt domain-CBFb-SMMHC interaction inhibition. Q01196+Q13951. Cerulean-Runt/Venus-CBFb-SMMHC FRET ratio 530/480, 1 h. inhibition, % at 20 µM. 0.74% of 220,000 active. AID 1434;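 active = mean inhibition across duplicate retests at 20 µM reaching about 50%, limit read from the data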;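 note: 0% = DMSO wells and 100% = wells with excess untagged CBFb-SMMHC; inhibitors lower the FRET ratio by blocking Runt binding to CBFb-SMMHC; some results filed as inactive read as strong as hits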
The depositor's hits bear a star; x = no result given; & = joins results of further samples. An excerpt, so the mix of outcomes need not match the whole.

SMILES	PERK inhibitor	zVAD death inh	Runt-CBFb FRET	Hck Nef HTS	EP2 antag	EP2 mod	TNF death inh	RBBP9 inhibitor	Runt-SMMHC FRET
COC(=O)C[n+]1cccc2ccccc21	1.2	3.6	-142	15	5	13	0.7	-15	-128
CCC(C)NC(=O)CS(=O)Cc1nc(-c2cccc(C)c2)oc1C (stereo not drawn)	0.3	0.8	0	0	15	4	1.2	-4	-3
Cc1c(CCOC(=O)C23CC4CC(CC(C)(C4)C2)C3)sc[n+]1CC(=O)c1ccccc1	0.0	0.0	1	20	24	-48	2.0	-9	-1
COc1ccc(NC(=O)COC(=O)CNS(=O)(=O)c2ccc(F)c(F)c2F)cc1OC	-0.1	0.4	2	-1	5	13	1.6	-3	-5
CCn1nc(C(=O)NNC(=O)COc2ccccc2C)c2ccccc2c1=O	0.3	11	-1	0	10	6	1.6	-6	3
CC(C)(C)c1ccccc1NC(=O)c1cccnc1	0.9	-0.9	2	9	2	17	-1.6	-9	2
Cn1cc(Cl)c(C(=O)N/N=C/c2ccc(OS(=O)(=O)c3ccccc3)cc2)n1	-0.6	-0.1	2	11	9	-30	0.6	5	4
Brc1ccc(-c2ccc(/C=N/Nc3nc(N4CCOCC4)nc(N4CCOCC4)n3)o2)cc1	-0.4	7.5	-4	22	5	67*	-9.4	-12	-5
O=C(O)c1cc(NC(=O)C2CCCO2)cc(NC(=O)C2CCCO2)c1 (stereo not drawn)	0.2	0.3	-1	-1	5	13	-0.6	-5	1
COc1ccccc1N/C(N)=N/c1nc(C(F)(F)F)cc(=O)[nH]1	0.2	2.0	1	-7	6	-24	-0.5	-7	0
O=C(Nc1cnn(Cc2ccc(F)cc2)c1)c1cc2nc(-c3ccco3)cc(C(F)(F)F)n2n1	1.5	0.2	2	2	-2&10	10&-24	-4.4	-4	12
Cc1ccccc1C(=O)NC(=S)NCCC1=CCCCC1	-0.1	-0.4	0	0	5	23	-0.7	4	0
COc1cccc(NS(=O)(=O)c2ccc3[nH]cc(C(=O)NCCCOC(C)C)c(=O)c3c2)c1	0.9	0.9	x	1	12	21	0.8	-8	-1
Cc1c(C(=O)Nc2ccc3oc(-c4cccnc4)nc3c2)oc2ccccc12	0.2	0.1	-1	8	33	2	-3.3	-12	-9
CC(C)Oc1ccc(N2CC(C(=O)Nc3ccccc3F)CC2=O)cc1 (stereo not drawn)	0.3	-0.5	-3	6	11	-7	-0.4	-8	-2
Cc1cc(C)nc(SCc2ccc(C(=O)N/N=C/c3ccc(C(=O)O)cc3)cc2)n1	1.2	1.7	-2	1	4	8	1.4	-4	2
COc1ccccc1/C=N/NC(=O)c1ccc(NC(=O)c2ccccc2Br)cc1	-0.3	0.2	-1	3	13	-67	1.6	-8	0
Cc1nc(CN2CCCC2=NC#N)n(-c2ccccc2)n1	1.1	0.1	-2	0	10	6	1.1	7	-1
CCCCOc1ccc(-c2ncc(N)cn2)cc1	-0.1	0.4	0	21	8	-61	-13	-3	1
COc1cc(NC(=O)CSc2ncnc3scc(-c4ccccc4)c23)c(C(=O)O)cc1OC	0.9	5.5	-12	23	18	33	-0.2	-4	-11

The last 2 compounds of the part above come first, to join the parts:
SMILES	PERK inhibitor	zVAD death inh	Runt-CBFb FRET	Hck Nef HTS	EP2 antag	EP2 mod	TNF death inh	RBBP9 inhibitor	Runt-SMMHC FRET
CCCCOc1ccc(-c2ncc(N)cn2)cc1	-0.1	0.4	0	21	8	-61	-13	-3	1
COc1cc(NC(=O)CSc2ncnc3scc(-c4ccccc4)c23)c(C(=O)O)cc1OC	0.9	5.5	-12	23	18	33	-0.2	-4	-11
COc1cc(OC)c(NC(=O)CC(C)=O)cc1Cl	-0.5	x	-4	-22	7	-1	1.6	1	-3
COc1cccc(C(=O)Nc2nc3ccc(S(C)(=O)=O)cc3s2)c1	0.1	12	-1	28	10	-10	-0.3	-11	0
Cc1ccc2cc(CN(Cc3ccc4c(c3)OCO4)Cc3nnnn3Cc3ccco3)c(=O)[nH]c2c1C	-0.3	-0.5	20	10	13	19	-1.6	-8	17
C=CCNC(=S)/N=c1/ccccn1CCC	2.0	0.0	5	9	14	-4	4.2	3	-1
COc1ccc(NC(=O)CSc2nnc(Cn3c(=O)sc4ccccc43)n2C)cc1	0.0	2.3	-2	0	1	11	1.0	4	4
COc1ccccc1N(CC(O)COc1c(C)cc(C)cc1C)S(=O)(=O)c1ccccc1 (stereo not drawn)	-0.7	0.9	1	3	12	44	0.8	-4	-2
C=CCn1c(-c2ccc(=O)n(Cc3ccccc3)c2)n[nH]c1=S	1.1	-0.3	4	12	6	8	0.2	-2	2
Cc1nc2ccccc2cc1C(=O)NCc1ccc(F)cc1	0.4	-0.8	-1	-10	8	-35	-0.2	-13	-1
Cc1ccc(NC(=O)c2nc[nH]c2C(=O)NCC(=O)OC(C)(C)C)cc1	x	-0.6	-4	26	14	6	3.2	x	0
Cc1ccc(-c2nnn(CC(=O)N(c3ccccc3)C(C(=O)NCC3CCCO3)c3cccs3)n2)o1 (stereo not drawn)	1.3	-0.2	-3	26	10	13	-0.3	-5	-4
COC(=O)Cn1cnc2c(nnn2Cc2ccc(Cl)cc2)c1=O	-0.2	-0.2	-3	1	10	7	-8.8	-6	-5
CC/C(O)=C1\C(=O)CC(c2ccccc2)CC1=NCCC(=O)O (stereo not drawn)	1.2	0.0	0	3	11	15	0.7	-4	-1
CC1S/C(=N/N=C/c2ccco2)N(Cc2ccccc2)C1=O (stereo not drawn)	0.3	0.8	0	11	9	-3	0.4	0	-8
O=C1c2ccccc2C(=O)N1CCC(c1ccc(F)cc1)c1ccco1 (stereo not drawn)	0.6	-0.4	4	8	3	46	-2.1	-2	-1
CC(=O)Nc1ccc(NC(=O)/C(=C/c2ccco2)NC(=O)c2ccccc2)cc1	1.1	0.6	21	11	11	-5	-0.1	1	2
COCCCn1c(C)csc1=Nc1cccnc1	0.9	1.7	-1	1	7	4	2.9	-5	1
CC1(C)CC(=O)C(N=Nc2cccc([N+](=O)[O-])c2)=C(O)C1	-0.7	1.1	0	20	4	-3	-1.0	-13	0
O=C(NNc1cccc(Cl)n1)Nc1ccc(F)cc1	-0.4	0.6	4	7	7	15	1.9	-4	3
Cc1cc(C(F)F)n2ncc(C(=O)NCc3ccccc3)c2n1	-0.8	-0.1	1	-8	7&7	-5&20	-0.1	-9	-6
CC(C)CN(CC(C)C)CC(O)CN(c1ccccc1)S(=O)(=O)c1ccccc1[N+](=O)[O-] (stereo not drawn)	-2.3	0.1	-4	11	9	51	3.1	6	-3
O=C1C2CC=CCC2C(=O)N1Cc1ccccc1 (stereo not drawn)	1.2	x	-2	-7	6	14	22	19*	1
Cc1ccc(C(=O)OCC(=O)N2CCC(Cc3ccccc3)CC2)cc1N	0.4	1.1	-2	22	6	-47	0.4	0	4
ClCc1cc2ccccc2nc1Cl	1.1	-1.3	0	-2	6	-33	-8.3	3	0
Cc1ccc(C)c(OCCCC(=O)O)c1	0.4	0.6	0	2	12	4	-0.8	0	0
Cc1cc(C)n2c(SCC(=O)N3CCN(S(=O)(=O)c4ccc(Cl)cc4)CC3)nnc2n1	0.6	1.1	0	28	6	-12	0.1	-5	1
O=C1c2ccccc2C(=O)N1CCC(=O)N1CCCc2ccccc21	-2.1	0.0	1	-1	-7	27	1.0	-7	-1
CC(=O)N1CN(C2CCS(=O)(=O)C2)Cc2c1sc1c2CCCC1 (stereo not drawn)	-0.5	0.7	-2	2	9	-9	-1.2	1	-40
COc1cccc(CN2CCNC(=O)C2CC(=O)NCCn2cccn2)c1OC (stereo not drawn)	0.6	0.9	0	11	5	21	1.6	4	-2
CCCc1cc(C(=O)Cc2ccc(C(=O)OCC)o2)c(O)cc1O	1.5	0.0	11	4	15	1	-4.2	0	15
COc1ccc(-c2csc(NC(=O)COC(=O)c3ccco3)n2)cc1	0.1	0.8	1	1	3	-42	5.8	-1	1
CCOc1nnc(C)c2c(C)n(-c3cccc(OC)c3)nc12	0.1	0.0	-1	0	9	20	-1.9	-2	1
CC(=O)N1CCN(S(=O)(=O)c2cccc(C(=O)OCC(=O)N3CC(=O)Nc4ccccc43)c2)CC1	1.4	2.6	1	22	1	-8	0.2	-5	0
C/C(O)=C(\C#N)c1nc2ccccc2[nH]1	0.7	0.3	3	10	6	-12	5.5	-7	1
COc1ccc(C2C(C#N)=C(N)Oc3c2ccc2cccnc32)cc1OC (stereo not drawn)	-0.5	-1.1	0	-14	5	18	-7.3	-1	0
O=C(O)c1cccc(Oc2ccc([N+](=O)[O-])cc2)c1	-0.6	-0.8	3	-2	9	25	0.0	-3	-2
Cc1ccc(C2OCC3(CO2)COC(c2ccc(C)cc2)OC3)cc1 (stereo not drawn)	2.1	0.9	2	-1	8	-2	0.6	-6	2
COc1cccc(N2CCN(C(=O)CCCCCNc3nc(=S)[nH]c4ccccc34)CC2)c1	1.1	-0.2	-2	13	6	-30	-5.7	-3	1
O=C(NC(Cc1ccc2c(c1)OCO2)C(=O)N1CCCC1C(=O)O)c1ccccc1 (stereo not drawn)	0.5	0.5	-1	0	5	22	0.8	-6	0
Cc1ccc(/C=C/C(O)=C2/C(=O)N(C)C3(C)CC2c2ccccc2O3)cc1 (stereo not drawn)	-0.4	-0.2	4	5	6	20	-9.9	4	1
CC(C)OC(=O)Cn1cnc2ccc(Br)cc2c1=O	-1.1	0.2	-2	-1	20	-3	13	-4	4
Cn1c(=O)nc2n(Cc3ccccc3)c3ccccc3cc-2c1=O	0.8	0.7	90*	16	6	27	-0.3	-3	82*
CC(C)(C)c1ccc(C(=O)C2CCCN(C(=O)CN3CCCC3=O)C2)cc1 (stereo not drawn)	0.1	0.1	1	8	4	-1	-0.1	0	2
COc1cc2c(cc1OC)C1(Nc3c-2c(C)nn3-c2ccccc2)C(=O)Nc2ccccc21 (stereo not drawn)	-0.6	-0.3	3	6	x	-13	-0.2	-11	-3
CCN1C(=O)c2cccc3cccc1c23	0.7	2.4	-6	1	21	-3	-2.5	-1	-24
NC(=O)COc1ccc(NC(=O)c2ccccc2-c2ccccc2)cc1	-0.1	-0.1	0	-5	7	-21	1.1	10	-4
COc1ccc(-c2nc3c4ccccc4ccn3c2CN2CCCCC2)cc1OC	-2.7	0.2	-2	23	9	64*	1.3	-5	0

Some of the entries so far, in CSV form.
smiles,PERK inhibitor,zVAD death inh,Runt-CBFb FRET,Hck Nef HTS,EP2 antag,EP2 mod,TNF death inh,RBBP9 inhibitor,Runt-SMMHC FRET
CC(C)(C)c1ccc(C(=O)C2CCCN(C(=O)CN3CCCC3=O)C2)cc1 (stereo not drawn),0.1,0.1,1,8,4,-1,-0.1,0,2
COc1cc2c(cc1OC)C1(Nc3c-2c(C)nn3-c2ccccc2)C(=O)Nc2ccccc21 (stereo not drawn),-0.6,-0.3,3,6,x,-13,-0.2,-11,-3
CCN1C(=O)c2cccc3cccc1c23,0.7,2.4,-6,1,21,-3,-2.5,-1,-24
